High-throughput results: PubChem, The Scripps Research Institute Molecular Screening Center
ADAM17 inh = inhibits human ADAM17. P78536. recombinant ADAM17, EDANS/DABCYL FRET peptide cleavage. inhibition, % at 6.95 µM. 370,000 tested, 0.83% active. AID 720648;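 active = inhibition above the mean of compounds lying between control limits plus 3 SD, set per campaign, cut at about 8.5% in these data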;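 note: 0% = DMSO-only wells as the low control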
ASAP1 GAP inh = ASAP1 ArfGAP inhibition | ASAP1-stimulated ARF1 GTP hydrolysis, GDP FP detection | AID 624377 | inhibition, % at 16.5 µM | 360,000 tested, 0.19% active; in the data active = inhibition above about 25%;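 note: 0% = vehicle with enzyme and substrate and 100% = no enzyme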
Target sequence (Q9ULH1 325-724 limits assumed): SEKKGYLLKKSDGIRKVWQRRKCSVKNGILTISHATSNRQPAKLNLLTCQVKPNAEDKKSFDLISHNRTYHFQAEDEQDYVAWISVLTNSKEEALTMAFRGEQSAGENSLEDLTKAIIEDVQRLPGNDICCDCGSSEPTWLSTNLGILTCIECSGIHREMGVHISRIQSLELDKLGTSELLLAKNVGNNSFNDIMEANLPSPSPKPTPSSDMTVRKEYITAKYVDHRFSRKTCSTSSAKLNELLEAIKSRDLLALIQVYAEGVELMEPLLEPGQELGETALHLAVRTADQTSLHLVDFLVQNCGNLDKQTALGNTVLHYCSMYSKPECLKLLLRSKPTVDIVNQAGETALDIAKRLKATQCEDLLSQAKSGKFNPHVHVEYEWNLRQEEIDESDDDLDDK
TDP2 absorb = blocks human TDP2 phosphodiesterase activity | 370,000 tested, 0.34% active | recombinant TDP2, T5PNP hydrolysis, p-nitrophenol absorbance 415 nm | AID 720702 | inhibition, % at 12.8 µM;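 active = inhibition above the mean of all tested compounds plus 3 SD, set per campaign, cut at about 25% in these data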;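 note: 0% = DMSO with enzyme and 100% = buffer with substrate but no TDP2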
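Incubation: 2 h at 37 °C; Test system: recombinant human TDP2; Quantity: enzyme 120 nM; Read-out basis: percent inhibition; Medium: 50 mM Tris-HCl pH 7.5 with Mg2+, KCl, DTT, BSA; Repeats: single replicate; Compound: 12.8 µM single point, 1% DMSO; Signal: epi absorbance; Reagent: 5 mM T5PNP chromogenic substrate; Benchmarks: no-enzyme high, DMSO-plus-enzyme low.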
ARFGAP1 inhibitor = rat ARFGAP1 inhibition; inhibition, % at 16.5 µM; 360,000 tested, 0.26% active; Arfgap1-stimulated ARF1 GTP hydrolysis, GDP FP detection; AID 651572;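 active = inhibition above a per-plate limit, mean inhibition of low control wells plus 3 SD, cut at about 25% in these data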;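 note: 0% = DMSO wells with enzyme and 100% = wells lacking Arfgap1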
Target sequence (Q62848 1-136 limits assumed): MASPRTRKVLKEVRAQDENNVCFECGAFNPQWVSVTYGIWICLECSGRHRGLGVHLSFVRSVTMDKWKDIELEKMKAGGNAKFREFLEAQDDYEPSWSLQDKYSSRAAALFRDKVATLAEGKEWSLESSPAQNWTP
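Material: truncated rat Arfgap1 GAP domain; Incubation: compound-enzyme preincubation 20 min, reaction 120 min, detection 60 min, 25 °C; Read-out: percent inhibition of Arfgap1-stimulated GTP hydrolysis; Technique: FP, GDP Alexa 633 tracer displaced from anti-GDP antibody, 620/688 nm; Controls: No-Arfgap1 wells (100%) versus DMSO full-reaction wells (0%); Replication: single well per compound.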
PLCg1 inh = inhibitors of human phospholipase C gamma1; purified PLC-gamma1, fluorogenic substrate, fluorescence; 370,000 tested, 0.84% active; inhibition, % at 12.2 µM; P19174; in the data active = inhibition above about 9.5%
LEDGF integ inh = blocks HIV-1 LEDGF/p75-dependent DNA integration. inhibition, % at 3.7 µM. 370,000 tested, 0.64% active. TR-FRET IN-LEDGF/p75 DNA integration, Eu/Cy5;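 active = inhibition above the screen-wide mean plus 3 SD, cut at about 13% in these data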;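 note: signal is the Cy5 over europium emission ratio at 671 and 618 nm; 0% = plate median of compound wells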
KLK7 zymogen act = activators of human kallikrein-7 zymogen | purified proKLK7, EDANS-DABCYL substrate fluorescence; 100% is mature enzyme control, 0% vehicle | activation, % at 7 µM | AID 652039 | 370,000 tested, 0.9% active | P49862;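 active = activation above the mean of all tested compounds plus 3 SD, computed per campaign excluding outliers beyond control limits, cut at about 13% in these data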
Target sequence (P49862 whole entry, looked up): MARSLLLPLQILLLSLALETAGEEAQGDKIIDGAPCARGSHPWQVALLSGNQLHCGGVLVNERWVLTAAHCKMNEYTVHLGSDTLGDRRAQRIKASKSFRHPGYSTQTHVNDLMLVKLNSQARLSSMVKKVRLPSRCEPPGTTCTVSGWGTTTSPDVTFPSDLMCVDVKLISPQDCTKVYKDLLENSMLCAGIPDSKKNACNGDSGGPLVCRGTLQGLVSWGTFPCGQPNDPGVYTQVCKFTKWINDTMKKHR
ADAM10 inh = inhibitors of human ADAM10. 370,000 tested, 0.62% active. inhibition, % at 7 µM. O14672. recombinant ADAM10, EDANS/DABCYL FRET peptide cleavage, 3 h;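 active = inhibition above a per-campaign cutoff equal to the mean of compounds falling between control-based bounds plus 3 SD, cut at about 20% in these data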;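 note: 0% = DMSO wells while the 100% control is not disclosed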
DDE Tn6 FP inh = DD(E)-Tn6 binding inhibition, primary FP screen; inhibition, % at 8.3 µM; Fibrin DD(E) TRITC-Tn6 fluorescence polarization displacement; P02675; 370,000 tested, 0.21% active;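 active = inhibition above a per-campaign cutoff: mean of compounds within control limits plus 3 SD, cut at about 15% in these data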;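 note: 0% = median of all compound wells on the plate and 100% = blocking peptide control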
Tn7 DDE FP = inhibitors of Tn7 peptide binding to human fibrin DD(E) | 370,000 tested, 0.13% active | FP displacement of FITC-Tn7 peptide from fibrin DD(E); 0% = median of compound wells per plate | AID 720508 | inhibition, % at 8.3 µM | P02675;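 active = inhibition above the mean of compounds falling within the control limits plus 3 SD of them, cut at about 14% in these data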;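 note: 0% = plate median of compound wells and 100% = 10 µM Aha-Tn7 peptide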
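system = human fibrin DD(E) protein | quantity = DD(E) 2 µM final | medium = Tris/NaCl/CaCl2 buffer, pH 7.8 | also added = labelled Tn7 tracer, 0.1 µM | compound dosing = single point at 8.3 µM | timing = compound with protein 10 min, then 3 h after probe, room temperature | signal = FP measurement | benchmarks = Aha-Tn7 high control | repeats = one replicate per compound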
* marks the source's active call; other numbers are inactive results; / = no result given. Not a hit list; 4.2% or so of the library scored in one or more.

SMILES | ADAM17 inh | ASAP1 GAP inh | TDP2 absorb | ARFGAP1 inhibitor | PLCg1 inh | LEDGF integ inh | KLK7 zymogen act | ADAM10 inh | DDE Tn6 FP inh | Tn7 DDE FP
COc1ccccc1CCn1c(N)cc(=O)[nH]c1=O | -5 | 10 | 8 | -2 | 1 | -1 | 0.5 | -6 | -10 | -3
O=C(O)C1=C(C(=O)Nc2ccc(F)c(Cl)c2)CCCC1 | 0 | -5 | -8 | 8 | 3 | 0 | 0.8 | 3 | 4 | 2
O=C(NCc1ccco1)C1CCCN(S(=O)(=O)c2ccc(Cl)cc2)C1 (centres undefined) | -2 | 4 | 11 | 3 | 1 | -1 | -0.4 | 6 | 7 | -1
Brc1ccc(-c2nc(-c3ccncc3)no2)o1 | 3 | -16 | 3 | -1 | 0 | -1 | -0.3 | 0 | -1 | -2
COC1(OC)N=C(N)C2(C#N)C(c3ccc4c(c3)OCO4)C12C#N (centres undefined) | -10 | -6 | -2 | -7 | -71 | -3 | -3.0 | -25 | -4 | 3
O=C(NCc1cccnc1)C1CCCN(Cc2cnn(-c3ccccc3)c2-n2cccc2)C1 (centres undefined) | 0 | 10 | 8 | 3 | 2 | 1 | -0.2 | 5 | 2 | -11
CCOC(=O)c1sc(NC(=O)C(CC)Sc2nnc3c4ccccc4n(CC)c3n2)nc1C (centres undefined) | -6 | 0 | -5 | 17 | 4 | -4 | -0.3 | -7 | -9 | 7
CSc1cccc2sc(NC(=O)C3=COCCO3)nc12 | -3 | 15 | -2 | 19 | -40 | -4 | 0.0 | -18 | 8 | 0
c1ccc(-c2nc3ccccc3nc2-c2ccccn2)nc1 | -3 | -2 | 7 | 1 | -2 | -1 | 0.4 | 5 | 4 | 6
Cc1cc(C)n(-c2nc(-n3nc(C)cc3C)c3c4c(sc3n2)COC(C)(C)C4)n1 | -15 | 11 | 0 | 15 | -7 | 3 | 0.7 | -100 | -3 | -4
CCN(CC)C(=O)C(C(=O)c1cccc([N+](=O)[O-])c1)n1cc(Cl)ccc1=O (centres undefined) | -5 | 6 | -9 | 7 | 1 | -2 | 0.1 | -16 | 1 | 0
COc1ccccc1CC(Cc1nc2ccccc2[nH]1)c1nc2ccccc2[nH]1 (centres undefined) | -3 | 5 | -9 | 7 | 1 | 0 | 0.6 | -3 | -9 | 5
CC1CCCCN1C(=O)CSc1nc(N)nc(N)n1 (centres undefined) | -4 | 4 | 1 | 0 | -2 | 0 | 0.0 | -1 | -2 | 4
Cc1cc(/C=C2\SC(=S)NC2=O)c(C)[nH]1 | 1 | 4 | 4 | -3 | 1 | 34* | -0.3 | -3 | -2 | 3
COc1ccc2c(c1)C(O)C(CO)C(C(=O)O)C2 (centres undefined) | -3 | 12 | 9 | -5 | 2 | 4 | 0.0 | -12 | -3 | 1
COc1cccc(N=CC2=C(O)CC(C)(C)CC2=O)c1 | -4 | -1 | 7 | 9 | -6 | 5 | -1.2 | -7 | 5 | 1
CCCCN1CC[C@@H](C)Oc2cc(Br)ccc2S1(=O)=O | -7 | / | 3 | / | 0 | -1 | 0.6 | -7 | 4 | 12
N#Cc1c(N)c(C(=O)c2ccc(Br)cc2)n2c1CCC2 | 0 | -2 | 4 | 10 | 4 | 1 | 0.3 | 3 | 0 | -11
O=c1cc(CCc2ccccc2)oc2cccc(O)c12 | -3 | -11 | 0 | 14 | 0 | 4 | -1.3 | -10 | 2 | 1
Cc1ccc(N(CCC#N)C(=O)COC(=O)c2ccccn2)cc1 | 1 | 8 | 11 | 7 | 1 | 3 | 0.5 | 1 | -4 | 3
CC(C)[C@H](NC(=O)c1ccccc1)C(=O)OCC(=O)NCc1ccc2c(c1)OCO2 | -3 | -7 | -9 | -7 | 1 | -9 | -0.6 | -1 | -4 | 3
COCc1cc(=O)[nH]c2cc(NC(=O)c3cccc(OC)c3)c(C)cc12 | -58 | 1 | -3 | -13 | -32 | 1 | 1.4 | -151 | -3 | 3
O=C(NCCC(=O)N1CCCC(C(F)(F)F)C1)c1ccc(Br)cc1 (centres undefined) | -1 | -2 | -5 | 1 | 1 | 4 | -0.9 | 3 | 2 | -7
COc1cccc(C2C(=O)N(C3CCCCC3)CC(=O)N2Cc2ccc(F)cc2)c1 (centres undefined) | -3 | 0 | 10 | 1 | 1 | -3 | -0.6 | 0 | -6 | 3
COc1cccc(NC(=O)CN(c2ccc3c(c2)OCO3)S(C)(=O)=O)c1 | 2 | -11 | -4 | -1 | 1 | -1 | 0.2 | 4 | 2 | -2

Later entries:
SMILES | ADAM17 inh | ASAP1 GAP inh | TDP2 absorb | ARFGAP1 inhibitor | PLCg1 inh | LEDGF integ inh | KLK7 zymogen act | ADAM10 inh | DDE Tn6 FP inh | Tn7 DDE FP
COc1cccc2cc(C(=O)N(C)C3CCN(C)CC3)c(=O)oc12 | -8 | 3 | 3 | 1 | -29 | -1 | 0.8 | -11 | 6 | 9
CC(C)(C)OC(=O)N1CCCN(C(=O)Nc2ccc(C(F)(F)F)cc2)CC1 | -1 | -4 | 11 | 0 | 5 | -5 | 0.5 | 4 | 1 | 4
COc1ccc(N2C(=O)CCC(C(=O)Nc3cccc(C)n3)C2c2ccc(OC)c(OC)c2)cc1 (centres undefined) | 0 | 8 | -15 | 3 | 1 | -1 | -0.1 | -5 | -2 | -13
CCc1cccc(CC)c1NC(=S)NCCc1c(C)[nH]c2ccc(C)cc12 | 0 | -1 | -4 | -1 | -7 | 5 | -0.1 | -5 | -4 | 0
Cc1ccc(NC(=O)Nc2cccnc2)cc1Cl | -3 | 12 | -5 | -5 | 0 | -4 | 0.0 | 7 | -18 | -2
O=C(c1ccc2nc[nH]c2c1)N1CCc2ccccc2C1 | -8 | -1 | -1 | 1 | -1 | -3 | -0.5 | -10 | -2 | 4
COC(=O)C1CC2=C(CCC2=O)N(c2ccccc2)C1=O (centres undefined) | -7 | -4 | -1 | 0 | -3 | -1 | 0.1 | -25 | -4 | 6
COc1ccccc1CNC(=O)N/C=C/c1ccc(Cl)cc1 | 1 | -7 | 4 | -9 | -1 | -1 | -0.6 | -1 | -2 | 1
CC1=C(OC(=O)c2ccc(Br)cc2)C(C)(C)C(c2ccccc2)OC1=O (centres undefined) | -4 | 20 | 10 | -8 | 1 | 0 | -0.1 | 0 | 2 | 2
O=C1NC(Cc2ccccc2)c2nc3ccc(F)cc3c(=O)n2-c2cc(Cl)ccc21 (centres undefined) | 13* | -4 | -12 | -12 | -2 | 4 | 1.0 | 6 | 5 | 1
COCCCn1cn[nH]c1=S | -2 | -3 | 3 | 2 | -1 | 0 | 0.0 | -6 | -4 | -3
CC(=O)Nc1sc(C)c(C)c1C(=O)Nc1ccc(C)cc1 | -1 | -1 | 1 | -2 | -2 | -2 | 0.4 | 0 | -10 | 0
COC(=O)c1ccc(-c2cccc(CN3CCN(c4ncc(Cc5ccccc5)cn4)CC3)c2)cc1 | -6 | -8 | -5 | 5 | 3 | -3 | 0.4 | -15 | 2 | -4
CCn1nc(C(=O)Nc2cccc3ccccc23)c(Cl)c1Cl | 0 | 1 | -11 | -1 | 1 | -3 | -0.2 | -2 | -3 | -2
Cc1nn(-c2cc(N3CCCCC3)ccc2[N+](=O)[O-])c(=O)c2ccccc12 | -2 | -13 | -11 | 8 | 1 | -4 | 0.4 | -1 | -1 | 3
Cc1ccc(CNC(=O)CN(c2cccc([N+](=O)[O-])c2)S(C)(=O)=O)cc1 | 5 | 3 | -10 | 12 | 11* | 7 | -0.1 | 11 | -4 | -1
O=C(NNc1cccc(Cl)n1)Nc1ccc(Cl)cc1 | 0 | -5 | 0 | -7 | 0 | 3 | -1.0 | 5 | 5 | -2
CCOC(=O)C1CCN(c2ncnc3c2oc2ccc(Cl)cc23)CC1 | -2 | -3 | 3 | 4 | -17 | 2 | -0.8 | -8 | -2 | -3
Cc1c(CCO)c(=O)n(-c2ccccc2)n1S(=O)(=O)c1ccc(Cl)cc1 | -1 | 5 | 4 | 4 | 1 | 4 | 0.0 | 4 | 5 | -6

An excerpt from above in order of their number in LEDGF integ inh, ascending:
SMILES | ADAM17 inh | ASAP1 GAP inh | TDP2 absorb | ARFGAP1 inhibitor | PLCg1 inh | LEDGF integ inh | KLK7 zymogen act | ADAM10 inh | DDE Tn6 FP inh | Tn7 DDE FP
COc1cccc(C2C(=O)N(C3CCCCC3)CC(=O)N2Cc2ccc(F)cc2)c1 (centres undefined) | -3 | 0 | 10 | 1 | 1 | -3 | -0.6 | 0 | -6 | 3
Brc1ccc(-c2nc(-c3ccncc3)no2)o1 | 3 | -16 | 3 | -1 | 0 | -1 | -0.3 | 0 | -1 | -2
Cc1cc(C)n(-c2nc(-n3nc(C)cc3C)c3c4c(sc3n2)COC(C)(C)C4)n1 | -15 | 11 | 0 | 15 | -7 | 3 | 0.7 | -100 | -3 | -4
O=C1NC(Cc2ccccc2)c2nc3ccc(F)cc3c(=O)n2-c2cc(Cl)ccc21 (centres undefined) | 13* | -4 | -12 | -12 | -2 | 4 | 1.0 | 6 | 5 | 1

Four compounds already listed, sorted by heavy-atom count, rising:
SMILES | ADAM17 inh | ASAP1 GAP inh | TDP2 absorb | ARFGAP1 inhibitor | PLCg1 inh | LEDGF integ inh | KLK7 zymogen act | ADAM10 inh | DDE Tn6 FP inh | Tn7 DDE FP
O=C(NCCC(=O)N1CCCC(C(F)(F)F)C1)c1ccc(Br)cc1 (centres undefined) | -1 | -2 | -5 | 1 | 1 | 4 | -0.9 | 3 | 2 | -7
O=C(NCc1ccco1)C1CCCN(S(=O)(=O)c2ccc(Cl)cc2)C1 (centres undefined) | -2 | 4 | 11 | 3 | 1 | -1 | -0.4 | 6 | 7 | -1
CCN(CC)C(=O)C(C(=O)c1cccc([N+](=O)[O-])c1)n1cc(Cl)ccc1=O (centres undefined) | -5 | 6 | -9 | 7 | 1 | -2 | 0.1 | -16 | 1 | 0
CCOC(=O)c1sc(NC(=O)C(CC)Sc2nnc3c4ccccc4n(CC)c3n2)nc1C (centres undefined) | -6 | 0 | -5 | 17 | 4 | -4 | -0.3 | -7 | -9 | 7
